A340 absorber: compounds absorbing at 340 nm. compound absorbance at 340 nm, fold over control. AID 708. 65,000 tested, under 10 active. fold change at 10 µM;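 active = at 10 µM dose, initial 340 nm absorbance at least 2 fold that of control wells; inactive = change under 2 fold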;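 note: initial absorbance extrapolated from kinetic A340 decline of NADH oxidation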
MMP-13 inhibitor: inhibitors of human MMP13; MMP-13 fTHP FRET cleavage, Mca fluorescence; actives 0.07% (n = 65,000); AID 570; inhibition, % at 4 µM;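 active = inhibition above the mean of compound-free control plate wells plus 3 SD, cut at about 14% in these data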;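 note: 0% = DMSO wells and 100% = wells with reference MMP-13 inhibitor after basal subtraction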
Fluor 339 460: intrinsic fluorescence of library compounds, ex339/em460 – biochemical, MLSMR library, data from DPM-DC assay, artefact control, profiling panel; compound autofluorescence, ex339/em460 nm, NADH buffer; stronger effect = higher value; 1 = no-compound wells, NADH background; fluorescence fold increase at 10 µM; AID 709; actives 5.5% (n = 65,000);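 active = at 10 µM, mean starting fluorescence two-fold or more over control wells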;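 note: signal is the first read of a kinetic run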
HEK293 NFkB inh: inhibitors of the PMA/ionomycin-induced NF-kB reporter in HEK293 cells; AID 465; HEK-293 NF-kB luciferase reporter, luminescence; actives 0.21% (n = 62,000); inhibition, % at 3 µM;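 active = inhibition above the mean of all tested compounds plus 3 SD, cut at about 40% in these data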;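 note: 0% = stimulated DMSO wells and 100% = 10 µM reference inhibitor 5653914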
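Reagent: PMA plus ionomycin mix as NF-kB-activating stimulus. Assay system: NF-kB luciferase reporter HEK-293 cells. Technique: luminescence from luciferase substrate reagent. Incubation: 1 h compound pre-incubation, 16 h PMA/ionomycin at 37 °C. Benchmarks: DMSO only as uninhibited control, 10 µM reference inhibitor as full inhibition. Repeats: tested once.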
JNK3 blocker: blocks human JNK3 kinase activity; P53779; purified JNK3 kinase activity, HTS; inhibition, % at 8 µM; actives 0.61% (n = 60,000); in the data active = inhibition above about 17%;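 note: 0% = DMSO and 100% = reference inhibitor; many of its hits are not listed in these tables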
Target sequence (P53779 whole entry, looked up): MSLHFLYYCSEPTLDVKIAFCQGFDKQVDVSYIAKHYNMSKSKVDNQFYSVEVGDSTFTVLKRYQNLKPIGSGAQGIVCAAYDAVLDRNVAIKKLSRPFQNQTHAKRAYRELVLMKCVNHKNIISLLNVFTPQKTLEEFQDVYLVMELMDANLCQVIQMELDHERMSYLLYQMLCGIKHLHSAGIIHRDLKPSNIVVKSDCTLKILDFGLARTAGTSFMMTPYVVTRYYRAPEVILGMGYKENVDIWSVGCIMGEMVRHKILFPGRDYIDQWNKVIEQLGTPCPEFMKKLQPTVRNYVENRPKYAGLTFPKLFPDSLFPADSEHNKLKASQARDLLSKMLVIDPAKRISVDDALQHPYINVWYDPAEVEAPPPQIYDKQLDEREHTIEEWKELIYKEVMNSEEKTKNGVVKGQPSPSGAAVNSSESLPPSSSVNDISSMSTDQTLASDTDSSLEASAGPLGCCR
ROCK2 blocker: ROCK2 (human) kinase inhibition. O75116. purified ROCK2, Kinase-Glo ATP depletion luminescence. inhibition, % at 6 µM. actives 0.35% (n = 60,000). AID 604;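 active = inhibition above the screen-wide mean inhibition plus 3 SD, cut at about 18% in these data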;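 note: plate controls were DMSO wells for no effect and Y-27632 control wells after no-enzyme background subtraction for full effect; many of its hits are not listed in these tables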
NADH enzymes: blocks coupling enzymes of NAD/NADH assays | AID 774 | IC50, µM (series often up to 10 µM), for the others: top-dose inhibition | coupled PK/LDH NADH assays, four targets | actives 0.02% (n = 65,000);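 active = single-dose screening hits from any of four coupled enzyme assays that gave an IC50 when retested across doses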;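 note: the DPM-DC format reads NADH fluorescence rather than 340 nm absorbance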
tolC growth inh: E. coli tolC mutant growth inhibition; E. coli BW25113 tolC mutant growth, OD615; growth inhibition, % at 10 µM (by protocol); actives 2.2% (n = 65,000); AID 573;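 active = growth inhibition at or above a cutoff equal to the mean over every tested compound plus 3 SD, cut at about 60% in these data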;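 note: growth measured after 20 h incubation at 37 °C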
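Test system: E. coli BW25113 ΔtolC::kan bacteria | Medium: Kanamycin-containing LB broth (50 µg/mL) | Dosing: One dose of 10 µM final | Times: 20 h incubation with compound, 37 °C | Detection: Optical density read at 615 nm | Read-out basis: Percent growth inhibition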
PKA kinase inh: blocks human protein kinase A activity; AID 524; inhibition, % at 6 µM; PKA Kemptide phosphorylation, Kinase-Glo ATP luminescence; actives 0.1% (n = 65,000);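 active = inhibition above the screen-wide mean inhibition plus 3 SD, cut at about 21% in these data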; note: many of its hits are not listed in these tables
* marks the source's active call; other numbers are inactive results; / = not tested or not shown; [ ] = dose if it differs, or a comment. The list is partial; rates above refer to the full screens.

1) CCOC(=O)C1C(=O)NCC2CCCC21 (stereo unspecified)
2) CCOc1ccccc1NC(=O)CC1Nc2ccccc2NC1=O (stereo unspecified)
3) CCOC(=O)c1c(C)n(C)c2ccc(OCC(O)CN3CCC(C)CC3)cc12 (stereo unspecified)
4) COc1cc(NC(=O)c2noc3c2CCC3)c(OC)cc1Cl
5) CN(C)c1cccc(C(=O)NC2CCCCCC2)c1
6) CC(=O)NCCOC(=O)Nc1cccnc1
7) COc1ccc(-c2cc(C(=O)NCc3cccnc3)no2)cc1
8) CCOC(=O)c1[nH]c(C)c(C(=O)NC2CCN(C(=O)OCC)CC2)c1C
screen / no.,1,2,3,4,5,6,7,8
A340 absorber,0.99,1.1,1.1,1,1.1,1,0.99,1
MMP-13 inhibitor,0,1,1,0,0,0,-13,-2
Fluor 339 460,1.1,1.3,1.1,1.8,1.6,1.1,1.2,1.1
HEK293 NFkB inh,21,3,4,-5,-15,-2,-3,0
JNK3 blocker,-5,2,-4,4,-1,2,1,7
ROCK2 blocker,4,1,5,5,7,1,0,2
NADH enzymes,6%,7%,0%,5%,6%,9%,3%,5%
tolC growth inh,0,26,-9,-4,3,-17,-1,-9
PKA kinase inh,2,11,8,8,5,-3,-2,13

9) Cc1cc(NC(=O)COc2ccc3oc4ccccc4c3c2)no1
10) COc1ccc(NS(=O)(=O)c2ccc3oc(Nc4ccc5c(c4)OCCO5)nc3c2)cc1
11) Cc1ccc2nc(NC(=O)CCNS(=O)(=O)c3cccs3)sc2c1
12) O=C(CSc1nnc2scc(-c3ccccc3)n12)Nc1nsc(-c2ccc(Cl)cc2)n1
13) CCc1cccc(NC(=O)CN2C(=O)NC3(CCCCCCC3)C2=O)c1
14) COc1ccc(C2CC(=O)N3CN(Cc4ccco4)CSC3=C2C#N)cc1 (stereo unspecified)
15) CSc1nc2n(n1)C(c1cc(Br)ccc1F)C(C(=O)N(C)C)=C(C)N2 (stereo unspecified)
16) Cc1nc2c(ccc3nc(NC(=O)c4ccc(S(=O)(=O)N(C)C)cc4)sc32)s1
screen / no.,9,10,11,12,13,14,15,16
A340 absorber,1,1,0.98,1.1,1,1.1,0.97,1.1
MMP-13 inhibitor,2,3,3,8,0,-4,-2,0
Fluor 339 460,1.2,1.1,1.1,1.2,1.1,1.1,1.2,1.3
HEK293 NFkB inh,12,4,7,14,12,7,4,-3
JNK3 blocker,-1,5,/,-10,-3,-5,4,2
ROCK2 blocker,6,5,/,2,4,10,3,8
NADH enzymes,3%,6%,6%,9%,7%,8%,6%,18%
tolC growth inh,-13,79*,11,18,0,-12,-5,0
PKA kinase inh,5,11,4,-4,11,5,4,13

17) O=S(=O)(CCc1nc2ccccc2o1)c1ccc(Cl)c(Cl)c1
18) COC(=O)NC1CSCC1OC(=O)CN1C(=O)c2ccccc2C1=O (stereo unspecified)
19) COc1ccc(N2CCN(Cc3nc4c(c(=O)n(C)c(=O)n4C)n3Cc3ccccc3C)CC2)cc1
20) CS(=O)(=O)Nn1cnc2ccccc2c1=O
21) Cc1nnc(N2CCN(c3ccccc3)CC2)[nH]c1=O
22) CCOC(=O)C1(Nc2nccs2)Sc2ccccc2NC1=O (stereo unspecified)
23) COC(=O)c1cccc(NCN2C(=O)c3ccccc3C2=O)c1
24) Cc1ccnc(NS(=O)(=O)c2ccc(NC(=O)C3CCCNC3=O)cc2)n1 (stereo unspecified)
screen / no.,17,18,19,20,21,22,23,24
A340 absorber,0.95,1,0.98,1,1,0.97,1,1
MMP-13 inhibitor,-10,9,-1,-2,1,6,-1,4
Fluor 339 460,1.1,1.1,1,1.2,1.1,1,1.1,1.2
HEK293 NFkB inh,13,5,20,8,11,26,-7,5
JNK3 blocker,-2,-6,-2,0,3,-7,-1,-2
ROCK2 blocker,9,4,5,-2,5,6,3,-2
NADH enzymes,0%,6%,3%,4%,4%,8%,2%,7%
tolC growth inh,-12,-20,13,-12,-14,7,-24,-20
PKA kinase inh,10,5,8,-5,4,11,6,-4

4 compounds already listed, sorted by number of heavy atoms, smallest number first:
21) Cc1nnc(N2CCN(c3ccccc3)CC2)[nH]c1=O
17) O=S(=O)(CCc1nc2ccccc2o1)c1ccc(Cl)c(Cl)c1
23) COC(=O)c1cccc(NCN2C(=O)c3ccccc3C2=O)c1
24) Cc1ccnc(NS(=O)(=O)c2ccc(NC(=O)C3CCCNC3=O)cc2)n1 (stereo unspecified)
screen / no.,21,17,23,24
A340 absorber,1,0.95,1,1
MMP-13 inhibitor,1,-10,-1,4
Fluor 339 460,1.1,1.1,1.1,1.2
HEK293 NFkB inh,11,13,-7,5
JNK3 blocker,3,-2,-1,-2
ROCK2 blocker,5,9,3,-2
NADH enzymes,4%,0%,2%,7%
tolC growth inh,-14,-12,-24,-20
PKA kinase inh,4,10,6,-4

Next section
25) COc1ccc(-c2ccc(-c3noc(-c4cccc(OC)c4)n3)c(OC)n2)cc1
26) CCCCOc1ccc(/C(N)=N/O)cc1
27) O=C(/C=C\Nc1ccccn1)c1ccccc1
28) COc1cccc(NC(=O)Cc2ccccc2)c1
29) O=C(Cn1cnc2ccccc2c1=O)Nc1ccc2c(c1)CCC2
30) Cc1cc(C)c2c(n1)nn1c(NCCCn3ccnc3)cc(C)nc21
31) Cc1cccc(CCNS(=O)(=O)c2cnc[nH]2)c1
32) Cc1ccc(NC(=O)Cc2cn3ccsc3n2)nc1
screen / no.,25,26,27,28,29,30,31,32
A340 absorber,1.1,1,1.2,0.98,1,0.98,0.96,0.99
MMP-13 inhibitor,-12,-1,-6,-4,7,-155[fluorescence artefact?],2,-5
Fluor 339 460,3.8*,1.1,1.3,1.1,1.1,3.9*,1.1,1.1
HEK293 NFkB inh,7,10,-19,-2,5,7,10,-5
JNK3 blocker,2,1,-1,5,4,0,-4,3
ROCK2 blocker,6,-9,-10,7,8,4,6,4
NADH enzymes,9%[fluoresces],6%,7%,6%,8%,10%[fluoresces],7%,6%
tolC growth inh,-14,-8,5,-7,33,-34,-18,0
PKA kinase inh,8,-9,-6,8,12,-2,9,9

33) Cc1ccc2cccc(Oc3cnccn3)c2n1
34) Cc1ccccc1CN(c1ccc(C(=O)N2CCCC2)cc1)S(C)(=O)=O
35) N#Cc1ccc(CSc2nnc(-c3cccnc3)n2-c2ccccc2)cc1
36) C=CCc1ccc(OCC(O)CN2CCCCC2)c(OC)c1 (stereo unspecified)
37) O=C1CSC(c2ccccc2F)N1c1cc(Cl)ccc1O (stereo unspecified)
38) CCOC(=O)CS(=O)(=O)c1nc(-c2ccc(F)cc2)cc(C(F)(F)F)n1
39) Cc1cccc(-n2c(O)c(C=NCCCN3CCOCC3)c3ccccc3c2=O)c1
40) CCOc1ncccc1C(=O)OCc1nnc(-c2ccccc2)o1
screen / no.,33,34,35,36,37,38,39,40
A340 absorber,1,1,1,0.97,0.99,1,1.1,1
MMP-13 inhibitor,-2,-1,-2,4,-7,-6,-7,-2
Fluor 339 460,1.1,1.1,1.1,1.1,1.1,1.1,1.1,1.1
HEK293 NFkB inh,-7,8,11,9,16,14,-4,-2
JNK3 blocker,4,-8,-1,2,7,-1,6,-6
ROCK2 blocker,6,3,6,3,4,-4,-3,2
NADH enzymes,2%,3%,3%,3%,6%,8%,3%,6%
tolC growth inh,-6,0,-10,-6,8,18,6,17
PKA kinase inh,11,4,7,9,-2,-2,-2,2

41) CC1(C)C(=O)OC(c2c(F)c(F)c(F)c(F)c2F)C2(CCCCC2)C1=O (stereo unspecified)
42) O=C(O)C1C2C=CC3(CN(CC(O)COc4ccccc4)C(=O)C13)O2 (stereo unspecified)
43) Cc1ccc(C)c(C(=O)C(C)OC(=O)c2cccn2C)c1 (stereo unspecified)
44) Cn1c(SCC(=O)NCc2ccco2)nc2ccccc2c1=O
45) CC1CCN(S(=O)(=O)c2ccc(NC(=O)CSc3ncccc3C(=O)O)cc2)CC1
46) Cc1cccc(NC(=O)COc2ccc(Br)cc2)n1
47) CCNCCNC(=O)c1c(O)c2c([nH]c1=O)CCCC2
48) c1ccc(-n2c(Cc3cccnc3)nc3cnccc32)cc1
screen / no.,41,42,43,44,45,46,47,48
A340 absorber,1,1,0.99,1,1,0.99,0.98,0.99
MMP-13 inhibitor,1,-1,4,1,7,5,1,-5
Fluor 339 460,1.1,1.1,1.1,1.1,1.1,1.1,1.1,1
HEK293 NFkB inh,11,11,15,13,6,10,5,/
JNK3 blocker,-6,2,-4,1,4,1,3,6
ROCK2 blocker,6,5,-1,0,5,4,8,5
NADH enzymes,3%,2%,4%,14%,3%,2%,3%,14%
tolC growth inh,-6,-21,22,-2,-13,7,-12,18
PKA kinase inh,5,5,-4,6,13,-2,-3,7

49) COc1ccccc1C1C(C#N)=C(N)Oc2cc(C)n(Cc3ccccn3)c(=O)c21 (stereo unspecified)
50) CC1=C(C#N)C(c2cccnc2)C2=C(CC(C)(C)CC2=O)N1 (stereo unspecified)
51) O=C(COc1ccccc1)NCC(c1cccs1)N1CCOCC1 (stereo unspecified)
52) CC(C)CCn1cnc2c(cnn2-c2ccc(F)cc2)c1=O
53) CC1CCN(C(=O)Nc2cccc(NC(=O)N3CCC(C)CC3)c2)CC1
screen / no.,49,50,51,52,53
A340 absorber,0.97,1.1,1,1,1
MMP-13 inhibitor,0,-169[fluorescence artefact?],4,-1,9
Fluor 339 460,1,2.1*,1.1,1,1.1
HEK293 NFkB inh,/,-2,7,-9,-10
JNK3 blocker,-1,0,/,-10,2
ROCK2 blocker,-4,5,/,1,6
NADH enzymes,3%,11%[fluoresces],3%,4%,4%
tolC growth inh,7,-7,-18,8,10
PKA kinase inh,4,4,-6,1,13

Screening results (PubChem)
